# High-throughput results: PubChem, several laboratories
# TNAP act DEA = activators of human TNAP at intermediate phosphate acceptor; P05186; purified TNAP, CDP-star luminescence, 100 mM DEA, 30 min; stronger effect = higher value; scale: 0 levamisole-inhibited, 1 vehicle-only enzyme; activation factor at 20 µM; 64,000 tested, under 10 active;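 active = activation factor of at least 2 at 20 µM, relative to controls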
# HEK293 NFkB inh = inhibitors of the PMA/ionomycin-induced NF-kB reporter in HEK293 cells | actives 0.21% (n = 62,000) | inhibition, % at 3 µM | HEK-293 NF-kB luciferase reporter, luminescence;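 active = inhibition above the mean of all tested compounds plus 3 SD, cut at about 40% in these data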;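 also: 0% = stimulated DMSO wells and 100% = 10 µM reference inhibitor 5653914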
#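 Signal: luciferase luminescence; Material: HEK-293 cells with stable firefly luciferase reporter driven by four HIV NF-kB elements; Probe or stimulus: PMA with ionomycin; Replication: tested once; Times: 1 h compound pretreatment, then 16 h stimulation at 37 °C, 5% CO2; Benchmarks: DMSO and 10 µM reference inhibitor; Evaluation: per-plate % inhibition versus controls.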
# S1P1 ag pot = activates or potentiates agonism at human S1P1 receptor | activation, % at 9.5 µM | P21453 | AID 449 | S1P1 CRE-bla cells, forskolin, beta-lactamase FRET, potentiator mode; S1P1 agonist co-added at EC20, 2 nM; 100% = saturating reference agonist, 0% = basal | actives 0.57% (n = 56,000);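 active = activation above a cutoff set at the mean activation of all tested compounds plus 3 SD, cut at about 54% in these data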;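 also: forskolin at 4 µM as EC80 and the EC20 agonist is SEW2871; 100% = SEW2871 at its EC100 plus forskolin at EC80; some compounds past the cut are filed as inactive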
# M1 antagonist = blocks the rat M1 muscarinic receptor response to acetylcholine; P08482; CHO-M1 cells, Fluo-4 calcium, ACh EC80 antagonist mode; stronger effect = lower value; B-score at 10 µM; actives 3.4% (n = 64,000);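 active = calcium fluorescence response, raw or row-and-column corrected B-score, differing from the plate sample mean either way at a set confidence level, mostly lower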
# Target sequence (P08482 whole entry, looked up): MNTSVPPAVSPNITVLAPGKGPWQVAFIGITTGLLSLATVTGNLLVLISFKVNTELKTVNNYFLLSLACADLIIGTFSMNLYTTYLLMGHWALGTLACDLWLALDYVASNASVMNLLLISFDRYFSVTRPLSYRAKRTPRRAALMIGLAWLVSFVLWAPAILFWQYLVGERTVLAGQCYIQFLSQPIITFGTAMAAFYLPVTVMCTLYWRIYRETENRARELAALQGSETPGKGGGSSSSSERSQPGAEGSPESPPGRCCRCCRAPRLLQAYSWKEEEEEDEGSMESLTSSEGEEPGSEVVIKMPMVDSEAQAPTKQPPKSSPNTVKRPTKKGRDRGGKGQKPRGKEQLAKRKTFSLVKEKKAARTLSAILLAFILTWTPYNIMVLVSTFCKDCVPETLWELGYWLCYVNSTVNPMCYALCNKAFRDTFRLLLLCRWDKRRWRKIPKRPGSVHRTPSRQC
# S1P3 ag = agonists of human S1P3 receptor | AID 373 | actives 0.1% (n = 60,000) | S1P3 NFAT-BLA reporter cells, agonism, FRET ratio; relative to 1 µM S1P, basal subtracted | activation, % at 4.5 µM;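 active = activation above the screen-wide mean plus 3 SD, cut at about 4.5% in these data, passing the limit was not always enough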; also: some compounds called inactive have numbers as strong as hits
#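 Measure – % activation relative to 1 µM S1P (100%), per plate · System – stable CHO line with human S1P3, Gα16, NFAT-BLA reporter · Timing – cells plated overnight, compound 4 h 37 °C, substrate 2 h RT · Technique – fluorescent BLA substrate, ex 405 nm, em 460/535 nm ratio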
# D1 allo mod = allosterically modulates the human D1 dopamine receptor; P21728; HEK293 D1, CRE-luciferase, dopamine EC30 potentiation; actives deviate in either direction; B-score at 10 µM; actives 5.9% (n = 58,000); AID 641;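 active = luminescence count or its row- and column-corrected plate score outside the 99.7% band of the plate's sample wells, on either side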
# Target sequence (P21728 whole entry, looked up): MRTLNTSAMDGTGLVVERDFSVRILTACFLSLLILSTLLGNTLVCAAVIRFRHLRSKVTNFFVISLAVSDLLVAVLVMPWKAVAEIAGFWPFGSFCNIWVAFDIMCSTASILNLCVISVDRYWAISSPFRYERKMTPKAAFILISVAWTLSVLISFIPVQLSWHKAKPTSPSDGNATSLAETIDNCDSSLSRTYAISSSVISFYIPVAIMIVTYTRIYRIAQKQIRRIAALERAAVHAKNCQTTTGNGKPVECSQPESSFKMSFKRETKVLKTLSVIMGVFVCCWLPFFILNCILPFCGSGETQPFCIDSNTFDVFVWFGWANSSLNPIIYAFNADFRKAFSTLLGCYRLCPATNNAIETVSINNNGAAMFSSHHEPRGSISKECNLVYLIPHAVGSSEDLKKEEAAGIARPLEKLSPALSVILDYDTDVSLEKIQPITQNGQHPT
# M1 agonist = activates the M1 muscarinic receptor. actives 3% (n = 64,000). B-score at 10 µM. CHO-M1 cells, Fluo-4 calcium fluorescence, agonist mode; stronger effect = higher value;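 active = fluorescence rise, raw or as B-score row- and column-corrected plate score, outside the 99.7% band of its plate's samples, either direction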
# Jurkat tox 60K = cytotoxicity toward Jurkat cells; AID 463; Jurkat E6.1 viability, ATP luminescence, 48 h; inhibition, % at 4 µM; actives 1.2% (n = 56,000);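 active = inhibition above the mean inhibition of all tested compounds plus 3 SD, cut at about 28% in these data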
# Ec RNAP inh = blocks E. coli RNA polymerase transcription | fluorescence transcription assay | inhibition, %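 (tested at 10 µM)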 | P0A8V2 | AID 559 | actives 0.2% (n = 62,000); in the data active = inhibition above about 20%;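 also: 0% = enzyme without compound and 100% = no enzyme blank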
# Active calls of the source: *; · = not tested or not shown. Compounds as they come; overall some 12% were active at least once.
# Each structure is followed by: TNAP act DEA, HEK293 NFkB inh, S1P1 ag pot, M1 antagonist, S1P3 ag, D1 allo mod, M1 agonist, Jurkat tox 60K, Ec RNAP inh
CC(=O)N1CCc2cc(S(=O)(=O)CCC(=O)Nc3c(C)n(C)n(-c4ccccc4)c3=O)ccc21
    0.9, -6, -5, -0.51, -0.9, -0.53, 8.6*, 1, 5
O=C(CSc1ccccn1)c1ccc(F)cc1
    0.9, -1, -22, 0.049, -0.7, ·, 2.6, 8, 9
O=S(=O)(c1cccc(F)c1)N1CCN(Cc2ccc3c(c2)OCO3)CC1
    1, 28, ·, -0.36, ·, -0.36, -1.7, ·, 12
CCOC(=O)CNC(=O)CSc1nnc(SCC(=O)NCC(=O)OCC)s1
    0.9, 3, -14, 0.093, -1.3, -1.3, -0.67, -6, 0
COc1cccc2c(=O)c(SC(F)(F)C(F)C(F)(F)F)c(C)[nH]c12 (configuration not stated)
    1, ·, 15, 0.76, -4.7, -0.75, 0.89, ·, -9
CCCn1c(=N)n(CCOc2ccc(OC)cc2)c2ccccc21
    1, 26, -9, -0.33, -1.3, -1.6, 0.047, -1, 6
COc1ccc(CNCC(O)COCc2cccs2)cc1 (configuration not stated)
    0.8, 20, -29, -1.5, -0.7, ·, -0.86, -1, 2
CCCn1c(C(C)NC(=O)c2ccccc2)nc2ccccc21 (configuration not stated)
    ·, 21, ·, 0.13, ·, 0.92, -0.15, ·, ·
CCOC(=O)c1cc2c(=O)n3cccc(C)c3nc2n(CCOC)c1=NC(=O)c1ccncc1
    0.9, 9, -4, 0.39, -0.6, -0.75, -0.51, 4, 5
COC(=O)c1ccccc1NC(=O)c1nc2nc(C)cc(C(F)F)n2n1
    0.9, 21, 7, 0.63, -0.7, -0.46, 0.05, -5, 3
O=C(NCc1ccccc1)c1c(F)c(F)c(F)c(F)c1F
    0.9, -3, 29, -0.069, -0.5, -0.69, 2.2, 2, 7
CCn1c(SCCC(=O)O)nnc1-c1cccnc1
    0.9, -2, -14, -0.63, -0.5, ·, 1.9, 0, 6
Cc1cc(NC(NC(=O)c2ccco2)(C(F)(F)F)C(F)(F)F)no1
    1, 12, -9, -0.77, -0.9, ·, 0.039, -1, 6
Cc1nc(-c2ccccc2)nc2[nH]c(C(C)C)cc(=O)c12
    0.9, 1, -28, 0.029, -0.7, -0.16, 0.56, 6, 6
CCC(=O)Nc1ccc2c(c1)nc(CCN1CCN(C)CC1)n2C
    0.9, 16, 2, 0.25, -1.1, -0.49, 0.51, 8, 0
C(=C\c1ccccc1)/CSc1nnc(-c2cnccn2)n1Cc1ccco1
    0.9, -1, 39, -1.5, -0.2, -1.8, 0.34, 6, 8
CCOC(=O)N1CCN(C(c2ccc(C(C)C)cc2)c2sc3nc(C)nn3c2O)CC1 (configuration not stated)
    1, -6, -20, 0.21, 0.8, -1.4, -0.17, -2, -3
COc1cc(C(c2sc3nc(C)nn3c2O)N2CCOCC2)cc(OC)c1OC (configuration not stated)
    1, 2, -39, -1, -1.1, -1.1, -1.2, -2, 2
CCn1nnc(-c2ccccc2NC(=O)c2cccc(-n3cnnn3)c2)n1
    0.9, 10, -10, -0.96, -0.2, 1.3, 0.45, -5, 9
O=C(O)CCCC(=O)N1CCc2cc(S(=O)(=O)N3CCc4ccccc43)ccc21
    1.4, 4, -13, -0.57, -0.5, ·, -0.62, -5, 0
CCOc1c2c(nc3ccc(Cl)cc13)CCC2
    1, 5, 27, 0.038, -1.8, -0.067, 0.013, 1, 9
CCOC(=O)c1cnn(-c2cc(C)nc3c(-c4ccccc4)c(C)nn23)c1N
    1, 18, -15, -0.002, -0.8, 0.14, 0.05, -1, 3
COc1ccc(-n2nc(C(=O)N3CCC(C#N)CC3)c3c4ccccc4n(C)c3c2=O)cc1
    0.9, 24, -24, -0.3, -0.2, 1.3, -0.58, -6, 8
Cc1ccc(C2C3=C(CC(C)(C)CC3=O)Nc3[nH]c(=S)[nH]c(=O)c32)cc1 (configuration not stated)
    0.9, 1, ·, 0.056, ·, ·, 0.43, ·, 4
O=C(NCc1ccc2c(c1)OCO2)c1ccncc1
    1, 6, -15, 1.6, -0.3, ·, -0.024, -4, 11
CCCCCCn1c(NCC)nc2c1c(=O)n(C)c(=O)n2C
    0.9, 23, 23, 0.46, -0.7, -0.82, 3.5, 78*, 6
CN1C(=O)c2ccc(C(=O)NC3CCCCC3)cc2C1=O
    0.9, 6, ·, -0.0018, -0.2, -0.23, -0.049, 6, 6
CCCCn1c(SCC(=O)Nc2ccc(OC)cc2)nc2ccc(N3CCOCC3)cc2c1=O
    0.9, 12, ·, 0.32, ·, 2, 0.18, ·, 6
CCCCCN(C(=O)NC(=O)Nc1ccccc1C)S(C)(=O)=O
    0.9, 8, -9, 0.021, -0.5, 1.1, 0.58, 6, 2
COc1cc2c(cc1OC)C(C(=O)Nc1cccc(C)n1)C(c1cccnc1)N(C)C2=O (configuration not stated)
    0.9, 2, ·, 0.046, ·, 0.7, -0.11, ·, 2

# (further entries)
SMILES	TNAP act DEA	HEK293 NFkB inh	S1P1 ag pot	M1 antagonist	S1P3 ag	D1 allo mod	M1 agonist	Jurkat tox 60K	Ec RNAP inh
C=CCn1c(=O)n(CCOC)c(=O)c2sc3ccccc3c21	0.9	12	-10	0.67	-1.2	2.5	-1.2	1	1
CCC(=O)N1CCc2cc(S(=O)(=O)NCCCOC)ccc21	0.9	8	·	0.23	·	0.8	-1.7	·	9
Cc1cccc(OCC2=NS(=O)(=O)c3ccccc3N2)c1	1	-10	-9	0.00045	0.8	·	-0.85	-2	2
CCOC(=O)C1CCCN(CC(=O)Nc2c(C(=O)OC)[nH]c3ccc(Br)cc23)C1 (configuration not stated)	0.9	12	-1	1.1	0.4	0.38	-0.016	7	3
CCc1ccc(-n2c(SCC(=O)Nc3cc(C)[nH]n3)nc3[nH]ncc3c2=O)cc1	1.4	0	-16	1.2	0.1	0.03	-1.1	-2	-2
CCCC(c1nnnn1CCC(C)C)N1CCC(C(N)=O)CC1 (configuration not stated)	0.9	9	-8	0.11	0.5	0.53	-0.34	4	-1
Cn1cccc1Cc1nnc(SCC(=O)NCc2ccccc2Cl)n1-c1ccc(F)cc1	1	6	-24	1.3	0.1	0.065	0.038	1	12
c1cn2c(NC3CCCC3)c(-c3ccc(N4CCOCC4)cc3)nc2cn1	1.1	7	3	-0.028	-0.8	1.1	1.5	0	8
Cc1nnc(N(CCC#N)CCC#N)s1	1	20	7	-0.29	-0.3	-0.33	0.13	1	·
CCOC(=O)c1ccccc1NC(=O)CSc1nc2ccccc2o1	0.9	3	-14	0.013	1.3	0.49	0.29	-1	0
O=P(O)(CN1CCCCC1)C1CCCCC1O (configuration not stated)	0.9	6	-3	-0.21	-0.1	-0.27	0.24	3	3
CCOC(=O)C1CCN(C(=O)CSc2cc(=O)n(C)c3ccccc23)CC1	0.9	21	-24	-0.41	-1.1	0.35	-0.19	-3	8
COc1ccc(N2CCN(C(=O)C3CCCN(S(=O)(=O)c4cccc5cccnc45)C3)CC2)cc1 (configuration not stated)	0.9	11	8	-0.49	-1.5	-0.94	2.3	8	2
COC(=O)c1ccc(NC(=O)CSc2nnc(-c3ccncc3)n2N)cc1	0.8	18	·	0.75	·	-0.31	-0.72	·	8
CCc1nc2ccccc2c(C(=O)OC2CCOC2=O)c1C (configuration not stated)	0.9	8	-29	-0.015	0.0	5.4*	-0.75	-1	1
COc1ccc(C(=O)CSc2nnc(-c3ccccc3)o2)cc1	0.9	12	-1	0.21	-1.3	0.3	-0.91	-6	6
CCOc1nc(-c2ccccc2)ccc1-c1noc(COc2ccccc2)n1	0.9	4	31	0.5	-1.4	2.3	1.2	-4	·
Cc1ccc(OCc2nnc(SCC(=O)N3CCOCC3)n2C)cc1	0.9	16	-11	0.24	-0.9	0.013	-0.99	-4	1
CSc1ccccc1NC(=O)CN(Cc1ccc(Cl)cc1)S(C)(=O)=O	0.9	12	-23	·	-0.7	-1.5	·	2	11
Cc1cc(=O)c2c(O)c(O)ccc2o1	0.9	18	10	0.65	-1.2	0.62	0.29	14	18
O=C1C2CC=C(Cl)CC2C(=O)N1CCc1ccccc1 (configuration not stated)	0.9	10	0	0.52	0.3	·	2.4	3	7
Cn1c(SC/C=C/c2ccccc2)nnc1-c1cccs1	1	2	-12	0.18	-0.2	-0.13	-0.58	-1	6
COc1ccc(Cc2nc(-c3ccc(Cl)cc3)no2)cc1	0.8	-4	·	0.89	-0.3	0.0069	0	6	7
CC1Cc2ccccc2N1C(=O)Cn1nnc(-c2ccccc2NC(=O)C2CCC2)n1 (configuration not stated)	0.9	17	·	-0.15	·	0.63	0.82	·	7

# Exported with each value named: part of the list above
O=C1C2CC=C(Cl)CC2C(=O)N1CCc1ccccc1 (configuration not stated)
  TNAP act DEA: 0.9
  HEK293 NFkB inh: 10
  S1P1 ag pot: 0
  M1 antagonist: 0.52
  S1P3 ag: 0.3
  D1 allo mod: ·
  M1 agonist: 2.4
  Jurkat tox 60K: 3
  Ec RNAP inh: 7
CC1Cc2ccccc2N1C(=O)Cn1nnc(-c2ccccc2NC(=O)C2CCC2)n1 (configuration not stated)
  TNAP act DEA: 0.9
  HEK293 NFkB inh: 17
  S1P1 ag pot: ·
  M1 antagonist: -0.15
  S1P3 ag: ·
  D1 allo mod: 0.63
  M1 agonist: 0.82
  Jurkat tox 60K: ·
  Ec RNAP inh: 7
COc1ccc(Cc2nc(-c3ccc(Cl)cc3)no2)cc1
  TNAP act DEA: 0.8
  HEK293 NFkB inh: -4
  S1P1 ag pot: ·
  M1 antagonist: 0.89
  S1P3 ag: -0.3
  D1 allo mod: 0.0069
  M1 agonist: 0
  Jurkat tox 60K: 6
  Ec RNAP inh: 7
Cc1cc(=O)c2c(O)c(O)ccc2o1
  TNAP act DEA: 0.9
  HEK293 NFkB inh: 18
  S1P1 ag pot: 10
  M1 antagonist: 0.65
  S1P3 ag: -1.2
  D1 allo mod: 0.62
  M1 agonist: 0.29
  Jurkat tox 60K: 14
  Ec RNAP inh: 18

# The results go on.
SMILES	TNAP act DEA	HEK293 NFkB inh	S1P1 ag pot	M1 antagonist	S1P3 ag	D1 allo mod	M1 agonist	Jurkat tox 60K	Ec RNAP inh
Cc1ccccc1NC(=O)CSc1nnc(-c2ccoc2C)n1CCc1ccccc1	0.9	7	-1	-0.51	-1.4	0.98	-0.19	0	3
CCCCCCC(=O)NCC(=O)OCC(=O)c1ccccc1	1	1	-6	0.21	-1.0	-0.61	-0.32	5	5
CC1C2C(c3ccccc3)N(C)C(=O)N(C)C2N(C)C(=O)N1C (configuration not stated)	0.9	2	-9	-0.086	-0.9	0.27	-0.53	2	8
Cc1cc(-c2nnc(SCC(=O)NC3CCCC3)o2)no1	1	1	-8	0.43	0.1	0.13	-0.0033	-9	10
COc1ccc(OC)c(-c2cc(C(=O)Nc3c(C)nn(Cc4ccccc4Cl)c3C)no2)c1	1	22	-17	2.4e-05	-0.3	1.5	-1.1	-5	8
Cn1nc(C(=O)NCc2ccccn2)c2ccccc2c1=O	0.9	6	-34	0.14	-0.9	1.2	0.04	-2	-1
O=C(NCCCN1CCOCC1)c1cc(-c2ccccc2)on1	0.9	3	-43	-2.4	-1.2	1.6	-2.3	7	11
O=C(NCc1ccc2c(c1)OCO2)C1CCCN1C(=O)Nc1cccc(F)c1 (configuration not stated)	1	5	·	0.4	·	0.48	-0.03	·	6
